Tau fluor counter = counter-screen for tau fibril formation inhibitors; tau K18 P301L Alexa594 fluorescence, heparin fibrillization; Potency, µM (top dose mostly 57.7 µM), without a hit: top-dose activity change, negative = decrease; 280,000 compounds, 0.93% hits; note: % is set by controls: 0 for no effect and ±100 for the full control effect; nearly all actives have a fitted effect of over 55% in size
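Human tau K18 P301L (15 uM unlabeled, 0.24 uM Alexa 594-labeled) in 100 mM sodium acetate pH 7 with 20 uM heparin, 6 hr at 37 C. ThT 30 uM added, 1 hr ambient; Alexa 594 FP and total fluorescence read at 555/632 nm.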
Epigenetic derep = regulators of epigenetic silencing causing reporter derepression in mouse cells | murine LDR cells, GFP reporter derepression, 30 h | Potency, µM (series often up to 53.9 µM), inactives show at the highest dose GFP activation, hits mostly activators | 280,000 compounds, 0.2% hits; note: % of control where 0% means no effect; nearly all actives have a fitted effect of over 60% in size
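Derepression of a silenced CMV-GFP reporter in murine LDR cells is scored by enumerating GFP-positive cells with a laser-scanning microplate cytometer after 30 hours of treatment at 37 C.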
GLA spleen mod = inhibits or activates alpha-galactosidase in human spleen homogenate. AID 2107. P06280. 240,000 compounds, 0.008% hits. Potency, µM (series often up to 80 µM), for inactives: at the highest dose activity change, negative = inhibition, usual class: inhibitors. human spleen homogenate, 4MU-alpha-Gal fluorescence, 40 min;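 note: 0% = enzyme with vehicle and -100% = no enzyme basal signal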
Target sequence (P06280 32-429 limits assumed): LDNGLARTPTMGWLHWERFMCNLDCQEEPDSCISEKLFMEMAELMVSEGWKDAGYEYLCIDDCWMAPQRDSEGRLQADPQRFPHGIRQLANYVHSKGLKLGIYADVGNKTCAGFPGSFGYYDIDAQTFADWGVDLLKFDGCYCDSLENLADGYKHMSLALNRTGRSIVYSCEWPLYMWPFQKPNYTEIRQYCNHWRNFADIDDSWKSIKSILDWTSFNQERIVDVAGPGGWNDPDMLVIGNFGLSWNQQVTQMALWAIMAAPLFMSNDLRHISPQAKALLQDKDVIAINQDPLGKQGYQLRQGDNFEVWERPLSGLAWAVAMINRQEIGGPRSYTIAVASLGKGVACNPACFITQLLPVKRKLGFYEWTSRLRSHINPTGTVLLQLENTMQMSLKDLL
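Inhibition or activation of alpha-galactosidase in human spleen homogenate is scored by 4-MU fluorescence after 40 min at 37C, pH 5.0, with 1 mM substrate. AC50s come from concentration-response fitted to the Hill equation.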
ALDH1A1 inh = ALDH1A1 (human) enzyme inhibition; P00352; Purified ALDH1A1, NADH fluorescence, propionaldehyde substrate; Potency, µM (titrated, usually from 75.3 µM), without a hit: at the top dose activity, negative = inhibition, usual class: inhibitors; 220,000 compounds, 7.3% hits; active = well fitted inhibition curve with a large enough effect, not every such curve was filed as active; inconclusive = small, poorly fitted or top-dose-only effect, or another doubt; inactive = no such curve, though single readings can be large or run the other way;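 note: plate controls were no enzyme wells and a reference inhibitor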
Target sequence (P00352 whole entry, looked up): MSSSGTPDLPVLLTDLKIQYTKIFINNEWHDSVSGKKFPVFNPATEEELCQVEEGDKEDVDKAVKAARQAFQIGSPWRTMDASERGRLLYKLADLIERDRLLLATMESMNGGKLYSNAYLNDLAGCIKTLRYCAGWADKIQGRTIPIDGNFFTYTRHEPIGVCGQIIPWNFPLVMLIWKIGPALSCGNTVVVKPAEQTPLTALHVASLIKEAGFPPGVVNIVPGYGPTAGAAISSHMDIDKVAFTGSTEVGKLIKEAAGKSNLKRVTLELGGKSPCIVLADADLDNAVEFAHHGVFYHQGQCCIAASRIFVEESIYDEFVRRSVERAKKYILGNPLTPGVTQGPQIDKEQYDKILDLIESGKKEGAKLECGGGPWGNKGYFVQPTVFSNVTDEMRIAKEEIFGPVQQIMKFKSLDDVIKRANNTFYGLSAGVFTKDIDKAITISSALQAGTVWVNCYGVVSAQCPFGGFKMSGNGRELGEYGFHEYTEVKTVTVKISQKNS
GAA spleen mod = inhibits or activates alpha-glucosidase in human spleen homogenate | P10253 | Potency, µM (titrated, usually from 79.9 µM), for inactives: at the highest dose activity change, negative = inhibition, usual class: inhibitors | 240,000 compounds, 0.006% hits | AID 2112 | human spleen homogenate, 4-MU-alpha-glucoside fluorescence;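 note: 0% = enzyme with vehicle and -100% = no enzyme basal signal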
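Compounds were titrated against alpha-glucosidase in spleen homogenate at pH 5.0, with 1 mM 4-methylumbelliferyl substrate for 40 min at 37 C. Reactions were quenched with pH 10 NaOH/glycine and fluorescence measured.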
GAA glycogen mod = GAA glycogen-cleavage inhibition or activation | P10253 | recombinant GAA, glycogen substrate, Amplex Red glucose oxidase fluorescence | Potency, µM (series often up to 76.4 µM), for inactives: at the top dose activity change, negative = inhibition, most hits filed as inhibitors | 300,000 compounds, 0.38% hits | AID 2100;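 note: 0% = full enzyme reaction and -100% = no-enzyme basal signal; the screen sought inhibitors and activators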
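Recombinant human enzyme (4 nM); glycogen substrate; 37 C, 40 min, pH 5.0. Readout: coupled glucose oxidase/Amplex Red fluorescence.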
GAA inh = inhibitors of human lysosomal alpha-glucosidase; purified human GAA, 4-MU-alpha-glucoside fluorescence; Potency, µM (titrated, usually from 76.9 µM), for the others: at the highest dose activity change, negative = inhibition, actives largely listed as inhibitors; 200,000 compounds, 0.005% hits; AID 1466;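 note: plate controls were uninhibited enzyme wells for no effect and no-enzyme background for full effect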
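Read-out is 4-methylumbelliferone fluorescence (Ex 365/Em 440 nm) after NaOH/glycine stop at pH 10. Enzyme 4 nM, substrate 400 uM, pH 5.0 citrate buffer, 20 min room temperature; AC50 from Hill-equation concentration-response.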
NPSR antagonist = blocks cAMP signaling of the human neuropeptide S receptor; CHO-NPSR cells, cAMP TR-FRET, antagonist mode; Potency, µM (top dose mostly 38.3 µM), for the others: at the highest dose activity change, negative = inhibition, usual class: inhibitors; 220,000 compounds, 1% hits; note: % is set by controls: 0 for no effect and ±100 for the full control effect; nearly all actives have a fitted effect of over 50% in size; many of its hits are not listed in these tables
The depositor's hits bear a star; ? = inconclusive; / = not tested or not shown; & = joins results of further samples; [ ] = remark or other dose. Unless noted, calls come from the whole dose curve; as a rule, active = well fitted curve in the direction sought with a large enough effect; inconclusive = small, poorly fitted or top-dose-only effect, or another doubt; inactive = no such curve, though single readings can be large; an effect the other way counts as inactive or inconclusive. Potency is the fitted concentration of half-maximal effect. Some of the compounds tested; count on the stated rates, not on these rows.

cpd | compound | GAA inh | GAA spleen mod | ALDH1A1 inh | Tau fluor counter
1 | COc1cc(-c2nc3ccccc3s2)ccc1O | ? | 22% | ? | ?
2 | CNC(=O)[C@H](C)[C@@H]1C[C@@]1(C)[C@@H](NC(=O)OCc1ccccc1)c1ccccc1 | -1%[15.4 µM] | -12%&4% | -9%&4% | -7%&-8%
3 | Cc1cccc(Nc2ncccc2C(=O)O)c1C | -8% | -6% | 7% | -10%
4 | COc1ccc(N/N=C(\C#N)C(N)=O)cc1 | -3% | -10% | 2% | -6%
5 | COC(=O)c1cc(=O)c2ccc(OC)cc2o1 | -1% | -4% | 3% | -4%
6 | N/C(=N\OC(=O)c1ccc(Cl)cc1Cl)c1ccccc1 | 5% | -2% | -5% | -25%
7 | COc1ccccc1N1CCN(/N=C/C=C\c2ccco2)CC1 | -5% | 2% | ? | -22%
8 | Cc1nn(C)cc1CN(C)Cc1c(C(=O)N(C)Cc2ccccc2)nc2ccccn12 | 14% | -5% | 13% | -60%
9 | COc1cc(C)nc(SCC(N)=O)n1 | 2% | -3% | 16% | 3%
10 | COc1ccc(N2CCN(C(=O)C(Cc3ccccc3)n3cccc3)CC2)cc1 (stereo unspecified) | ? | 7% | -7% | -28%
11 | CCCC1Cc2[nH]c(=O)c(C#N)cc2CO1 (stereo unspecified) | / | 6% | / | -39%
12 | Cc1onc(-c2ccccc2Cl)c1C(=O)Nc1nc2c(s1)CCCC2 | -9% | -3% | ? | -18%
13 | CC1=C(C(=O)OCc2ccccc2)C(c2ccc(C#N)cc2)NC(=O)N1CCCC(=O)O (stereo unspecified) | -2% | -24% | 0% | -2%
14 | COc1ccc(NC(=O)CC(NCCc2ccccc2)C(=O)O)c(OC)c1 (stereo unspecified) | 2% | 4% | -3% | ?
15 | Cc1ccc(S(=O)(=O)N2CCCC(C(=O)NCc3cccnc3)C2)cc1Cl (stereo unspecified) | -4% | -8% | ? | -2%

cpd | NPSR antagonist | GAA glycogen mod | Epigenetic derep | GLA spleen mod
1 | 0%[46.1 µM] | ? | -0.1% | ?
2 | -19% | -3% | 0.0%&1.2% | 0%&2%
3 | -10%[46.1 µM] | 2% | 0.9% | 6%
4 | -20% | -18% | -1.0% | -4%
5 | 2%[46.1 µM] | 1% | -10% | 10%
6 | -8%[46.1 µM] | 3% | 0.0% | 14%
7 | -13%[46.1 µM] | -12% | -1.2% | -3%
8 | 25% | -4% | 2.3% | -1%
9 | -6%[46.1 µM] | 4% | -0.8% | 5%
10 | -21%[46.1 µM] | -8% | 1.8% | 8%
11 | 1% | -3% | 1.1% | 9%
12 | -20%[46.1 µM] | 1% | 2.3% | -4%
13 | 16% | 1% | -0.5% | -3%
14 | -6%[46.1 µM] | 2% | -1.0% | 16%
15 | ? | 5% | 1.2% | 0%

Next section
cpd | compound | GAA inh | GAA spleen mod | ALDH1A1 inh | Tau fluor counter
16 | O=C1CCCN2N=C(SCC(=O)Nc3nccs3)SC2=N1 | 5% | -6% | -10% | 1%
17 | C/C(=N/OCC(=O)NCCCCCCNC(=O)CO/N=C(/C)c1cccs1)c1cccs1 | -9% | -14% | 49%[activator] | 14%
18 | Cc1cc(NC(=O)CSc2ccc(-c3nc4cc(C)c(C)cc4[nH]3)cn2)no1 | 8% | -1% | ? | -6%
19 | CCS(=O)(=O)c1ccc(NC(=O)c2ccccc2Cl)c(O)c1 | 9% | 4% | 16µM* | -5%
20 | CCOC(=O)/C(=C/Nc1ccc(F)cc1)[N+](=O)[O-] | / | -1% | / | -11%
21 | O=C(Oc1ccc(O)cc1)C12CC3CC(CC(C3)C1)C2 | 9% | -2% | 6% | ?
22 | CCOC(=O)CSC1=C(C#N)C(c2ccc(OC)cc2)C2=C(CC(C)(C)CC2=O)N1 (stereo unspecified) | -5% | 3% | ? | 2%
23 | CCOC(=O)CNc1nc(Cl)nc(Nc2ccccc2)n1 | -1% | 1% | 3% | -3%
24 | CCc1cc2c(=O)c(-c3ccon3)c(N)oc2cc1OC | -1% | 5% | -8% | -3%
25 | Cc1ccc(C)c(-c2cc(C(=O)NN3CCOCC3)c3ccccc3n2)c1 | 1% | -7% | -10% | 4%
26 | Cc1cc(NC(=O)C2CCCC2)n(-c2nc3ccccc3[nH]2)n1 | 4% | -4% | ? | -24%
27 | COC(=O)c1ccc(N2CCN(S(=O)(=O)c3ccc4ccccc4c3)CC2)c([N+](=O)[O-])c1 | -6% | -3% | 2% | ?
28 | CCOC(=O)CNC(=O)/C=C/c1c(Cl)cccc1Cl | -2% | 3% | 0% | 8%
29 | O=C1CC(N2CCN(C(c3ccccc3)c3ccccc3)CC2)C(=O)N1 (stereo unspecified) | ? | -2% | -8% | -8%
30 | CSCCC(NC(=O)C1CCC(C)CC1)C(=O)N1CCN(c2ccccn2)CC1 (stereo unspecified) | ? | -4% | ? | -4%

cpd | NPSR antagonist | GAA glycogen mod | Epigenetic derep | GLA spleen mod
16 | 16% | -11% | 2.3% | -3%
17 | -3% | 6% | 0.0% | -1%
18 | ? | 2% | -1.7% | -8%
19 | 3%[46.1 µM] | -4% | -0.9% | 4%
20 | 8% | 0% | -1.1% | -8%
21 | 13% | ? | -1.0% | -4%
22 | -20%[46.1 µM] | -17% | -2.0% | 9%
23 | 28% | 2% | 2.4% | -1%
24 | 22%[46.1 µM] | 0% | -4.1% | 4%
25 | 14% | -22% | 3.5% | 1%
26 | ? | 1% | -0.9% | 4%
27 | -10%[46.1 µM] | -5% | -0.9% | -2%
28 | 6% | -9% | -1.8% | 3%
29 | 3%[7.67 µM] | 2% | 2.8% | 1%
30 | -13%[46.1 µM] | -3% | -1.1% | -3%

(continued)
cpd | compound | GAA inh | GAA spleen mod | ALDH1A1 inh | Tau fluor counter
31 | O=C1/C(=C\c2ccsc2)N2CCC1CC2 | / | -14% | / | 1%
32 | CC(C)(C)[C@H]1C=C(C(=O)NCc2nc3ccccc3[nH]2)O[C@@H](OCc2ccc(CO)cc2)C1 | / | 3% | / | -16%
33 | Cc1ccc(NC(=O)CN2C(=O)NC(Cc3c[nH]c4ccccc34)C2=O)cc1S(=O)(=O)N1CCCCC1 (stereo unspecified) | -17% | 8% | 7% | ?
34 | O=Cc1cn(-c2ccccc2)nc1-c1cc2c(ccc3ccccc32)oc1=O | 11% | 0% | ? | -9%
35 | CC(C)(C)C(=O)Nc1ccc(N2CCN(c3ccc(C(F)(F)F)cn3)CC2)nc1 | 5% | 1% | ? | -24%
36 | Cc1ccc(OCC(O)Cn2c(N)nc3c2c(=O)n(C)c(=O)n3C)cc1 (stereo unspecified) | 7% | 3% | -13% | 4%
37 | O=C(Oc1cccc(Br)c1)c1cccnc1 | -2% | 1% | ? | -4%
38 | CCOC(=O)c1ccc(NS(=O)(=O)c2c(C)n(C)c(=O)n(C)c2=O)cc1 | -5% | -3% | 1% | 3%
39 | CC1CN(c2oc(-c3ccco3)nc2C#N)CC(C)O1 (stereo unspecified) | 0% | 2% | ? | -11%
40 | CC(/C=C/c1ccccc1)=N\NC(=O)CCc1ccccc1 | ? | -1% | 1% | -3%
41 | O=C(CC1SCCNC1=O)Nc1ccc(F)c(Cl)c1 (stereo unspecified) | -3% | 5% | -3% | -7%
42 | CCCCCC(O)CCCC(=O)O (stereo unspecified) | / | 6%&-2%&14% | 9%&3%&12% | -5%&2%&-11%
43 | CC1CN(CC(=O)Nc2ccc([N+](=O)[O-])cc2Br)CC(C)O1 (stereo unspecified) | 5% | 4% | -3% | -4%
44 | CCOc1ccccc1NC(=O)[C@@H](NC(=O)c1cccc(S(=O)(=O)N2CCOCC2)c1)C(C)C | -12% | -1% | -5% | 2%

cpd | NPSR antagonist | GAA glycogen mod | Epigenetic derep | GLA spleen mod
31 | -1% | -1% | -0.4% | 4%
32 | -20% | -12% | -0.4% | 6%
33 | -5% | -4% | 1.1% | 0%
34 | 3%[46.1 µM] | 1% | 0.7% | 4%
35 | 7% | 8% | 2.1% | -6%
36 | 11% | -5% | 3.8% | 7%
37 | -3%[46.1 µM] | 13% | -1.4% | -5%
38 | -4%[46.1 µM] | 1% | 0.0% | 4%
39 | -30%[7.67 µM] | -6% | -4.8% | 4%
40 | 10% | -18% | 3.1% | 1%
41 | 1% | 16% | 1.1% | 0%
42 | -5%[46.1 µM] | / | 0.0%&1.1%&0.0% | -9%&0%&20%
43 | 0% | 7% | 0.2% | -1%
44 | -13% | -7% | -2.8% | 1%

In the list so far, 9 have an aryl methoxy group:
cpd | compound | GAA inh | GAA spleen mod | ALDH1A1 inh | Tau fluor counter
1 | COc1cc(-c2nc3ccccc3s2)ccc1O | ? | 22% | ? | ?
4 | COc1ccc(N/N=C(\C#N)C(N)=O)cc1 | -3% | -10% | 2% | -6%
5 | COC(=O)c1cc(=O)c2ccc(OC)cc2o1 | -1% | -4% | 3% | -4%
7 | COc1ccccc1N1CCN(/N=C/C=C\c2ccco2)CC1 | -5% | 2% | ? | -22%
9 | COc1cc(C)nc(SCC(N)=O)n1 | 2% | -3% | 16% | 3%
10 | COc1ccc(N2CCN(C(=O)C(Cc3ccccc3)n3cccc3)CC2)cc1 (stereo unspecified) | ? | 7% | -7% | -28%
14 | COc1ccc(NC(=O)CC(NCCc2ccccc2)C(=O)O)c(OC)c1 (stereo unspecified) | 2% | 4% | -3% | ?
22 | CCOC(=O)CSC1=C(C#N)C(c2ccc(OC)cc2)C2=C(CC(C)(C)CC2=O)N1 (stereo unspecified) | -5% | 3% | ? | 2%
24 | CCc1cc2c(=O)c(-c3ccon3)c(N)oc2cc1OC | -1% | 5% | -8% | -3%

cpd | NPSR antagonist | GAA glycogen mod | Epigenetic derep | GLA spleen mod
1 | 0%[46.1 µM] | ? | -0.1% | ?
4 | -20% | -18% | -1.0% | -4%
5 | 2%[46.1 µM] | 1% | -10% | 10%
7 | -13%[46.1 µM] | -12% | -1.2% | -3%
9 | -6%[46.1 µM] | 4% | -0.8% | 5%
10 | -21%[46.1 µM] | -8% | 1.8% | 8%
14 | -6%[46.1 µM] | 2% | -1.0% | 16%
22 | -20%[46.1 µM] | -17% | -2.0% | 9%
24 | 22%[46.1 µM] | 0% | -4.1% | 4%

High-throughput results (PubChem BioAssay)
